# Pf growth 96h – Primary qHTS for delayed death inhibitors of the malarial parasite plastid, 96 hour incubation; P. falciparum luciferase reporter growth, 96 h; Potency, µM (doses to about 28.7 µM), for the others: at the top dose activity change, negative = inhibition, hits mostly inhibitors; 320,000 compounds, 6.9% hits; AID 504834, 2011; further: potency means the concentration at half of the fitted maximal effect; on the % scale 0 is the no-effect control and ±100 the full control effect
#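 P. falciparum expressing integrated firefly luciferase grown in erythrocytes (2% hematocrit, 0.05% parasitemia final) with compounds for 96 hours at 37 C, 5% CO2. Growth inhibition read as loss of luminescence after adding luciferase detection reagent.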
# AMA1-RON2 inh – qHTS for Inhibitors of AMA1-RON; Towards Development of Antimalarial Drug Lead: Primary Screen. AlphaScreen AMA1-biotinylated RON2 peptide binding. Plasmodium falciparum AMA1 (3D7) - RON2 peptide interaction. Potency, µM (series often up to 58.2 µM), without a hit: at the top dose activity change, negative = inhibition, actives largely listed as inhibitors. 360,000 compounds, 0.2% hits;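 further: potency means the concentration at half of the fitted maximal effect; 0% = vehicle wells and -100% = peptide control; nearly all actives have a fitted effect of over 45% in size; some results filed as inactive show a strong effect at the top dose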
#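 AMA1 (3D7) with his tag at 25 nM final met compounds first, then biotinylated RON2 peptide at 25 nM; detection used donor plus acceptor beads, 10 µg/mL apiece, read by AlphaScreen after 30 min at room temperature.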
# Pf growth 48h – Primary qHTS for delayed death inhibitors of the malarial parasite plastid, 48 hour incubation; 310,000 compounds, 5.9% hits; P. falciparum luciferase growth in erythrocytes, 48 h; Potency, µM (highest dose often 28.7 µM), inactives show at the highest dose activity change, negative = inhibition, hits mostly inhibitors; further: potency means the concentration at half of the fitted maximal effect; on the % scale 0 is the no-effect control and ±100 the full control effect
#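 Parasite viability was followed by luminescence of a genomically integrated firefly luciferase. Cultures held 0.1% parasitemia at 2% hematocrit (final), incubated under 5% CO2 at 37 C.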
# Shiga inhibitor – A qHTS for Small Molecule Inhibitors of Shiga Toxin; AID 2315, 2010; inhibition, % at 38.7 µM; 290,000 compounds, 9.2% hits; Vero cells, Shiga toxin protein synthesis inhibition reporter; in the data active means inhibition mostly above about 28%, no sharp cut-off; inactive means mostly below about 43%; further: 0% is about no effect
# LmPK inh – qHTS Assay for Inhibitors of Leishmania Mexicana Pyruvate Kinase (LmPK). AID 1721, 2009. purified LmPK, Kinase-Glo ATP luminescence, 1 h. 290,000 compounds, 0.37% hits. Potency, µM (highest dose often 57.5 µM), for inactives: at the top dose activity change, negative = inhibition, usual class: inhibitors. Q27686; further: potency means the concentration at half of the fitted maximal effect; on the % scale 0 is the no-effect control and ±100 the full control effect
# Target sequence (Q27686 whole entry, looked up): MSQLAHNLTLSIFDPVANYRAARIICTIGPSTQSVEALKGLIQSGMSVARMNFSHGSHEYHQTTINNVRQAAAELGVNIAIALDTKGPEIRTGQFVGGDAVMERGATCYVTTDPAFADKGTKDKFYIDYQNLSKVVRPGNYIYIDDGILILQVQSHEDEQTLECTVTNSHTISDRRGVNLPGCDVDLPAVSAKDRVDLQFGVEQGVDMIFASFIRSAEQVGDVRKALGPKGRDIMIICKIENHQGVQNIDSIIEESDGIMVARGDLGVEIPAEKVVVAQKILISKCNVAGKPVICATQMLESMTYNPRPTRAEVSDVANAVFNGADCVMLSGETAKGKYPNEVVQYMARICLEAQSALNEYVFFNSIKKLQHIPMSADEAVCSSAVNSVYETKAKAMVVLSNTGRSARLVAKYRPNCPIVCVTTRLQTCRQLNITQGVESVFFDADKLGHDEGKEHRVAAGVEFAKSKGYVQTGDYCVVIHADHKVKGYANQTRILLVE
#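 Pyruvate kinase activity monitored as ATP production (luciferase luminescence). Conditions: 0.1 nM enzyme, 0.5 mM PEP, 0.1 mM ADP, 1 h, RT; normalized against uninhibited and no-enzyme wells.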
# CHX counter – Cycloheximide Counterscreen for Small Molecule Inhibitors of Shiga Toxin. cell reporter, cycloheximide protein synthesis inhibition counterscreen. max response, %. 300,000 compounds, 12% hits. AID 2314, 2010; in the data active means max response mostly above about 13%, no sharp cut-off; inactive means mostly below about 14%; further: read at 38.3 µM for the half of the compounds with a filed dose; 0% is about no effect
# Tb PYK inh – qHTS of Trypanosoma Brucei Inhibitors; Potency, µM (titrated, usually from 76.8 µM), for the others: top-dose activity, negative = inhibition, actives largely listed as inhibitors; 410,000 compounds, 0.12% hits; pyruvate kinase (Trypanosoma brucei), Q57TT1; AID 624173, 2012; TbPYK enzyme, Kinase-Glo Plus ATP luminescence, 45 min; further: potency means the concentration at half of the fitted maximal effect; on the % scale 0 is the no-effect control and ±100 the full control effect; nearly all actives have a fitted effect of over 50% in size
#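 Assay buffer: 50 mM TEA pH 7.2, 100 mM KCl, 10 mM MgCl2, 0.05% BSA, 0.01% Tween-20. Pyruvate kinase from T. brucei plus substrate met compound, then ADP (130 uM final). Luminescence was read post 45 min RT.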
# An asterisk follows results filed as active; ? = inconclusive; nt = not tested or not shown; & = joins results of further samples; [ ] = another dose, or the depositor's remark. Unless noted, the call rests on the fitted dose curve; in most records, active means well fitted curve in the direction sought with a large enough effect; inconclusive means small, poorly fitted or top-dose-only effect, or another doubt; inactive means no such curve, though single readings can be large; an effect the other way counts as inactive or inconclusive.
# Every second line gives: Pf growth 96h	AMA1-RON2 inh	Pf growth 48h	Shiga inhibitor	LmPK inh	CHX counter	Tb PYK inh
1) Cc1ccc(NC(=O)c2ccc3ccccc3n2)cc1S(=O)(=O)N1CCOCC1
  ?	3%	?	51	8%	6	-1%
2) Cn1cc(CNC(=O)c2sc3cccc(Cl)c3c2Cl)cn1
  -21%	-15%	5%	-1	-2%	-3	6%
3) CCCOC(=O)c1ccc(Oc2cn[nH]c2-c2ccc(OCC(=O)NN)cc2O)cc1
  9.3µM*	88%[activator]	?	11	9%	-2	1%
4) COCCCNc1nc2ccccc2nc1NS(=O)(=O)c1cccc(Cl)c1
  3%	4%	5%	-3	-2%	-2	4%
5) Cc1ccc2c(c1)C(c1ccccc1)N(C(=O)c1cccc([N+](=O)[O-])c1)CC(=O)N2 (configuration not stated)
  -7%	-15%	?	-5	0%	-3	16%
6) CCN(Cc1cccc(OC)c1)CC1CCCN(CCc2cccc(OC)c2)C1 (configuration not stated)
  ?	-12%	?	-10	-4%	-3	3%
7) CC(C)CC(NC(=O)C1CCC(C)CC1)C(=O)Nc1ccccc1F (configuration not stated)
  -18%	12%	?	12	2%	7	2%
8) CCCC(c1nnnn1CS(=O)(=O)c1ccc(C)cc1)N1CCN(c2ccccc2)CC1 (configuration not stated)
  0%	-4%	12µM*	-9	4%	-2	-2%
9) CC(NC(=O)Cn1cnc2c1c(=O)n(C)c(=O)n2C)c1ccccc1 (configuration not stated)
  24%	2%	59%[activator]	-11	-3%	-4	7%
10) CCN1CCN(C(=O)CCn2c(=O)c3cccn3c3cccnc32)CC1
  ?	-12%	6%	-9	-12%	-16	-6%
11) CCc1ccc(NC(=O)Nc2ccsc2C(=O)OC)cc1
  22%	-5%	268%[activator]	42*	?	36*	?
12) Cc1c(C(=O)NCc2cccnc2)oc2ccc(S(=O)(=O)N3CCCC(C)C3)cc12 (configuration not stated)
  5.9µM*	14%	?	22	-4%	0	6%
13) CC(C)Cn1c(CCC(N)=O)nnc1SC(C)C(=O)Nc1ccc2c(c1)OCO2 (configuration not stated)
  11%	-11%	-5%	nt	nt	nt	-3%
14) Cc1csc2c(NCCCN3CCOCC3)ncnc12
  13%	2%	40%[activator]	-9	-8%	-2	-5%
15) O=C1c2ccccc2C(=O)N1CCSc1ncn[nH]1
  5%	74%[activator]	10%	12	-3%	7	0%
16) Cc1cc2oc(C(=O)NCCc3ccc(S(N)(=O)=O)cc3)cc(=O)c2cc1C
  -20%	6%	nt	-2	0%	-3	-3%&10%
17) O=C1Nc2ccc(Br)cc2/C1=C/C(=O)c1ccc2c(c1)OCO2
  5%	?	11%	13	0%	3	1%
18) Cc1cccc(NC(=O)c2ccc3c(=O)n4c(nc3c2)CCCCC4)n1
  58%[activator]	14%	7%	nt	nt	nt	-5%
19) COC(=O)c1sc2cnccc2c1N
  nt	2%	nt	-18	-5%	-2	-1%
20) COc1ccc(CCC(=O)Nc2cccc(S(=O)(=O)N3CCOCC3)c2)cc1OC
  -6%	26%	-10%	nt	nt	nt	2%
21) O=c1cc(C(F)(F)F)oc2c1ccc1ccccc12
  -16%	-10%	-10%	14	-3%	-3	-11%
22) O=C(CCCn1c(=O)[nH]c2ccc(Br)cc2c1=O)NCc1ccc(Cl)cc1
  18%	1%	-3%	7	0%	-4	-8%
23) Cn1c(-c2ccccc2)c(C(=O)CCl)c2ccccc21
  -27%	17%	?	-10	3%	12	-3%
24) Cc1ccc(Cl)c(OCC(=O)NN2CCN(C)CC2)c1
  8%	8%	42%[activator]	-13	-2%	-2	5%
25) Cc1noc(C)c1CSc1nnc2scc(-c3ccc(Cl)cc3)n12
  -3%	-4%	?	-16	2%	-1	0%
26) Cc1ccc(CNC(=O)CCC(=O)Nc2nnc(C3CCCCC3)s2)cc1
  ?	8%	-11%	-3	6%	4	-2%
27) CC(C)OC(=O)CSc1nnc(-c2ccc([N+](=O)[O-])cc2)o1
  ?	-9%	-15%	6	-2%	-6	1%
28) CC1CCCCC12NC(=O)N(CC(=O)NCc1ccco1)C2=O (configuration not stated)
  -10%	-5%	-12%	nt	nt	nt	-3%
29) COc1ccccc1NC(=O)CSc1ccc(-c2cccs2)nn1
  24%	-12%	8%	-10	2%	7	2%
30) COCCNC(=O)c1onc(CSc2cc(C)ccc2C)c1C(=O)O
  29%	7%	7%	-10	-2%	-1	-6%

# One compound at a time (already shown).
# CCc1ccc(NC(=O)Nc2ccsc2C(=O)OC)cc1 as listed: Pf growth 96h = 22%; AMA1-RON2 inh = -5%; Pf growth 48h = 268%[activator]; Shiga inhibitor = 42*; LmPK inh = ?; CHX counter = 36*; Tb PYK inh = ?
# Cc1ccc(NC(=O)c2ccc3ccccc3n2)cc1S(=O)(=O)N1CCOCC1 as listed: Pf growth 96h = ?; AMA1-RON2 inh = 3%; Pf growth 48h = ?; Shiga inhibitor = 51; LmPK inh = 8%; CHX counter = 6; Tb PYK inh = -1%

# Later entries
31) COc1ccc(NC(=O)C2CCCN2C(=O)Nc2ccc(OC)cc2)cc1 (configuration not stated)
32) C=CCc1cccc2cc(C(=O)N(CC)CC)c(=O)oc12
33) COc1cc(/C=C/C(=O)O)cc(Br)c1O
34) CCOC(=O)c1cc(CC)sc1NC(=O)C1CC1
35) Cc1ccccc1-n1c(=O)[nH]c(=O)c2c(N)c(C(=O)c3ccc(Cl)cc3)sc21
36) CCOc1ccc(-c2nnn(CCC(=O)O)n2)cc1OC
37) CN(C)S(=O)(=O)c1ccc(C(=O)NCCN=C2NS(=O)(=O)c3ccccc32)cc1
38) CN(CC(=O)NCCc1ccc(Cl)cc1)S(=O)(=O)c1ccc2c(c1)c(=O)n(C)c(=O)n2C
39) Cc1cc(C)cc(NC(=O)Cn2c(=O)oc3cc(S(=O)(=O)N4CCC(C)CC4)ccc32)c1
40) O=C(CCN1C(=O)/C(=C/c2cccc(Br)c2)SC1=S)Nc1cccnc1
screen / no.	31	32	33	34	35	36	37	38	39	40
Pf growth 96h	14%	25%	45%[activator]	nt	-21%	nt	34%[activator]	13µM*	12µM*	-74%
AMA1-RON2 inh	13%	23%	-17%	-4%	-7%	-4%	-9%	-3%	14%	10%
Pf growth 48h	2%	41%[activator]	4%	-17%	-13%	18%	2%	nt	nt	-3%
Shiga inhibitor	19	14	-1	22	-16	-2	-14	-3	-16	10
LmPK inh	2%	1%	0%	-3%	2%	1%	0%	-1%	14%	-3%
CHX counter	-3	-1	-2	-3	2	8	-3	-6	-5	5
Tb PYK inh	1%	2%	-8%	0%	3%	-6%	-3%	1%	2%	2%

41) COc1cccc(CC(NC(C)=O)C(=O)NC2CCN(c3c(Cc4ccccc4)c(C)nc4ncnn34)CC2)c1OC (configuration not stated)
42) CCCN1CCC(=O)N(CCSc2ccc(OC)cc2)CC1
43) c1ccc(CSc2nnc(-c3ccco3)c(-c3ccco3)n2)cc1
44) COc1cc(/C=N/NC(=O)c2ccncc2)ccc1OC(=O)c1ccc([N+](=O)[O-])cc1
45) COc1ccc(S(=O)(=O)C(C#N)c2nc3ccccc3nc2N2CCC(C)CC2)cc1 (configuration not stated)
46) O=C(Cc1ccc(F)cc1)Nc1ccccc1N1CCCC1
47) CSc1ccccc1NC(=O)CN(C)CC(=O)NCC(=O)Nc1ccc(F)cc1
48) CCCCOc1ccc(S(=O)(=O)N2CCCCC2)cc1
49) COc1ccc(CN2CCCCCC2)c(C)c1C
50) Cc1cc(/C=N/NC(=O)c2cccc([N+](=O)[O-])c2)c(C)n1-c1ccccc1
screen / no.	41	42	43	44	45	46	47	48	49	50
Pf growth 96h	?	34%[activator]	3%	250%[activator]	?	-13%	-2%	3%	-2%	-1%
AMA1-RON2 inh	0%	64%[activator]	32µM*	33%[activator]	nt	8%	136%[activator]	24%	-2%	59%[activator]
Pf growth 48h	5.9µM*	55%[activator]	-2%	12%	30%	-17%	0%	2%	6%	27%
Shiga inhibitor	8	11&-4	-8	-12	25	26	nt	-11	12	25
LmPK inh	-2%	0%	9%	0%	-3%	-2%	nt	-5%	-1%	1%
CHX counter	-3	9&1	6	-4	17	-1	nt	5	-2	34*
Tb PYK inh	1%	3%	?	0%	nt	30%	-5%	-3%	-14%	3%

# An excerpt of these results, as tab-separated lines.
cpd	Molecule	Pf growth 96h	AMA1-RON2 inh	Pf growth 48h	Shiga inhibitor	LmPK inh	CHX counter	Tb PYK inh
23	Cn1c(-c2ccccc2)c(C(=O)CCl)c2ccccc21	-27%	17%	?	-10	3%	12	-3%
24	Cc1ccc(Cl)c(OCC(=O)NN2CCN(C)CC2)c1	8%	8%	42%[activator]	-13	-2%	-2	5%

# Going on with the list:
51) O=C(CCc1ccccc1)NCCSc1ccccc1
52) O=C(COc1ccc(S(=O)(=O)N2CCOCC2)cc1Cl)NCc1ccco1
53) CC(OC(=O)CNC(=O)c1sc2ccccc2c1Cl)C(=O)NC1(C#N)CCCCC1 (configuration not stated)
54) COc1cc([N+](=O)[O-])ccc1NC(=O)c1cccc(NC(=O)C(C)C)c1
55) CN(C)/C=C1\NC(=S)N(c2ccccc2)C1=O
56) CCOC(=O)c1ccc(NC(=S)NNC(=O)COC)cc1
57) O=C(CSc1nnc(-c2cc3ccccc3cc2O)n1Cc1ccco1)N1CCc2ccccc2C1
58) CCc1cc(=O)oc2cc(C)cc(OC(C)C(=O)NC3CC(C)(C)NC(C)(C)C3)c12 (configuration not stated)
59) FC(F)(F)c1nc(-c2ccncc2)ncc1-c1nnnn1-c1ccccc1
60) Cc1ccc(NC(=O)c2ccccc2OCC(=O)c2ccccc2)cc1
61) COC(=O)CSc1nnc(-c2cccnc2)o1
62) CN1CCN(c2nc(-c3ccccc3)nc(-c3ccccc3)c2C#N)CC1
63) CCC1(c2ccccc2)ON(c2c(Br)cccc2Br)C1=O (configuration not stated)
screen / no.	51	52	53	54	55	56	57	58	59	60	61	62	63
Pf growth 96h	82%[activator]	17%	?	50%[activator]	-4%	?	1.7µM*	?	?	nt	7%	?	0.41µM*
AMA1-RON2 inh	6%	-14%	-13%[11.6 µM]	2%	47%[activator]	58%[activator]	62%[activator]	15%	7%	-3%	65%[activator]	-27%	14%
Pf growth 48h	-13%[5.75 µM]	-12%	?	4%	14%	-4%	nt	?	?	?	-10%	?	0.41µM*
Shiga inhibitor	95*	12	nt	11	34	-7	-24	-7	-14	24	8	-4	nt
LmPK inh	0%	0%	nt	3%	?	-5%	0%	0%	4%	0%	-3%	1%	nt
CHX counter	31*	-5	nt	2	1	-1	-2	2	1	-2	12	-3	nt
Tb PYK inh	-2%	-1%	5%	4%	?	-14%	-9%	0%	0%	-13%	-6%	4%	5%
